PGE2 EP2 inh: blocks the human prostaglandin E2 receptor EP2 | actives 0.52% (n = 260,000) | inhibition, % at 25 µM | C6 glioma cells expressing human EP2, cAMP TR-FRET; cells stimulated with saturating PGE2 | AID 1422;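 active = percent inhibition above 40 after rounding to a whole number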;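 also: rat C6 glioma host cells with rolipram phosphodiesterase inhibitor present; the protocol text gives 20 µM as final concentration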
NPY-Y1 PAM-ag: potentiators or agonists of human neuropeptide Y receptor Y1; AID 1304; activation, % at 3.6 µM; NPY-Y1 expressing cells, potentiator/agonist activation; actives 0.37% (n = 220,000); in the data active = activation above about 33%, passing the limit was not always enough;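 also: cells stimulated with NPY at EC10 then isoproterenol at EC100; 0% = low agonist plus stimulus and 100% = saturating agonist plus stimulus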
Target sequence (P25929 whole entry, looked up): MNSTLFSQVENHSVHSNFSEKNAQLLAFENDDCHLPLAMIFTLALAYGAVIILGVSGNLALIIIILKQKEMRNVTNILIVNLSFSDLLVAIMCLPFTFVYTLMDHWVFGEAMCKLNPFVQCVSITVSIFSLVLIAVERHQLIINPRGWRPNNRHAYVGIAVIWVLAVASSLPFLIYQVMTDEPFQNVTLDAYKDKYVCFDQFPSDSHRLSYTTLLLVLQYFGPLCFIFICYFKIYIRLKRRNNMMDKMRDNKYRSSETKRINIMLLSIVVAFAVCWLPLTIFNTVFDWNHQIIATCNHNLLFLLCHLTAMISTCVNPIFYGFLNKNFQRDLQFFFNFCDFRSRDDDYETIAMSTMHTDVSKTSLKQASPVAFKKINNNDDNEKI
EP2 modulator: modulates human prostaglandin E2 receptor EP2 signaling | P43116 | EP2-expressing cells, cAMP HTRF FRET, PGE2 co-stimulation | induction, % at 25 µM | actives 0.83% (n = 260,000) | AID 940;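 active = compounds whose cAMP rise, as percent of the full-agonist control response, exceeds 60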;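 also: rat C6 glioma line stably carrying human EP2 under a CMV promoter; the protocol text gives 20 µM as final concentration; 100% = response of wells given 1 µM PGE2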
TRPN1 ag: zebrafish TRPN1 (NompC) channel agonism; HEK293 zebrafish TRPN1-YFP, Fluo-8 calcium fluorescence; 100% = response to 87 µM carbachol; activation, % at 3 µM; actives 0.18% (n = 220,000); AID 1424;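 active = activation above its plate's cutoff, the mean activation of test wells on that plate plus 3 SD, cut at about 19% in these data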;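 also: 0% = DMSO alone and 100% = 87 µM carbachol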
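Material – zebrafish TRPN1-YFP in HEK293 cells · Doses – 3 µM single point · Schedule – dye 1 h 37 °C plus 30 min RT · Signal – Fluo-8 calcium fluorescence, excitation 470-495 nm, emission 515-575 nm · Read-out – % activation versus carbachol response · Control set – carbachol high, DMSO low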
NPY Y1 blocker: NPY-Y1 (human) receptor antagonism; P25929; HEK293-CNG Y1 cells, membrane potential fluorescence; NPY at EC95, then isoproterenol; inhibition, % at 3.6 µM; actives 1% (n = 200,000); AID 1040;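 active = inhibition above the campaign mean inhibition of all tested compounds plus 3 SD, cut at about 20% in these data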;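 also: 0% = DMSO wells given NPY plus isoproterenol and 100% = isoproterenol alone without NPY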
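Assay system: HEK293 cells with Y1 receptor plus CNG channel | Probe or stimulus: NPY (25 nM), isoproterenol (1 µM), Ro 20-1724 (25 µM) | Timing: Compound incubation 1 h at room temperature, readout 45 min post-stimulation | Measured by: Membrane-potential fluorescent dye readout | Benchmarks: High control isoproterenol alone, low control NPY with isoproterenol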
14-3-3 Bad PPI: disrupts binding of bovine 14-3-3 zeta to phospho-Bad peptide. TR-FRET 14-3-3zeta/Dy647-pBad peptide displacement, 1 h. inhibition, % at 21.7 µM. actives 0.71% (n = 220,000). AID 781;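 active = inhibition above about 70%, limit read from the data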;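 also: 0% = full 14-3-3 plus peptide FRET controls and 100% = background without 14-3-3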
TRPML3 agonist: agonists of human TRPML3 channel; Q8TDD5; HEK293 TRPML3-YFP, Fluo-8 calcium fluorescence; 100% = the carbachol control signal; activation, % at 3 µM; actives 0.29% (n = 220,000);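 active = activation above its plate's cutoff, the mean activation of the plate's test wells plus 3 SD, cut at about 12% in these data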;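 also: 0% = DMSO only wells and 100% = carbachol wells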
Target sequence (Q8TDD5 whole entry, looked up): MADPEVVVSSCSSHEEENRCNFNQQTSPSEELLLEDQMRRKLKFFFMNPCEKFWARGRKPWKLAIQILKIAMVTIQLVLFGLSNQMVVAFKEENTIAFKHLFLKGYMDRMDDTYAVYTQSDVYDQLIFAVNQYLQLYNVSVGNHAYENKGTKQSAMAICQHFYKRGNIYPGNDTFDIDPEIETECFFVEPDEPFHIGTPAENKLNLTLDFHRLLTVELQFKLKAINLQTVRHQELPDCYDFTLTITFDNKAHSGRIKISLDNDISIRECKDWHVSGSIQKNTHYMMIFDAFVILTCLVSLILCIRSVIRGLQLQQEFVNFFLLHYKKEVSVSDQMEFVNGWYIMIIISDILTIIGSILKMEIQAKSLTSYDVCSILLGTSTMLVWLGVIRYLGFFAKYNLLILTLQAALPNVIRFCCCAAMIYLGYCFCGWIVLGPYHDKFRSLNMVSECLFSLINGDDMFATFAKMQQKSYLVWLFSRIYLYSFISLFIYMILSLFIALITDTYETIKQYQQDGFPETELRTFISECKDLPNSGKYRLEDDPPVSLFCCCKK
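Test system: TRPML3-YFP stable HEK293 cells. Doses: single point at 3 µM. Incubation: dye loading 1 h 37 °C then 30 min ambient, 125 s read. Signal: Fluo-8 calcium dye fluorescence, ex 470-495, em 515-575 nm. Measure: percent activation from peak-to-basal fluorescence ratio, scaled between DMSO and carbachol.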
PPC-1+TRAIL kill: compounds killing PPC-1 cancer cells with TRAIL present (potentiator screen, no TRAIL-free arm); PPC-1 cells + TRAIL, ATPLite viability luminescence; cell killing (% activity), % at 4 µM; actives 0.41% (n = 220,000);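 active = cell killing above 50% in the first pass at 4 µM, then a duplicate retest at 5 µM averaging 50% or more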;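 also: plate controls were cells with TRAIL plus DMSO for no effect and medium-only wells lacking cells for full effect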
CHOP inhibitor: inhibitors of CHOP induction in ER stress response | AID 2732 | actives 3.8% (n = 220,000) | CHO-K1 CHOP-promoter luciferase, tunicamycin-induced, 15-18 h | inhibition, % at 10 µM;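 active = compounds that reduced the stress-induced luciferase reporter signal by more than about 70% of percent inhibition, limit read from the data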;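 also: 0% = tunicamycin plus vehicle and 100% = wells without tunicamycin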
Active calls of the source: *; nt = not tested or not shown; & = joins results of further samples; [ ] = remark or other dose. Not all compounds are listed. The share of hits here may be higher or lower than overall.

SMILES	PGE2 EP2 inh	NPY-Y1 PAM-ag	EP2 modulator	TRPN1 ag	NPY Y1 blocker	14-3-3 Bad PPI	TRPML3 agonist	PPC-1+TRAIL kill	CHOP inhibitor
O=c1c2cccnc2[nH]c(=S)n1CCCN1CCN(c2ccccc2F)CC1	nt	-16	-19	1.8	3	-4	1.4	17	89*
Cc1ccc(C(=O)N2CCN(c3ccc(NC(=S)NC(=O)c4cccs4)cc3)CC2)cc1	7	8	-25	-0.3	-2	-7	0.9	12	56
NC(=O)c1nsc(C(=O)N(CC(=O)NCc2ccc(F)cc2)Cc2ccco2)c1N	15	-6	-18	-1.3	4	-9	0.2	-6	-7
O=C1Nc2ccccc2/C1=C/c1cnc(-c2ccccc2)[nH]1	11	-1	-30	4.3	nt	58	0.6	26	0
O=C(NCc1ccco1)C(c1ccccc1)N(C(=O)Cc1cccs1)c1cccnc1 (centres undefined)	10	-7	26	0.5	-2	-9	0.7	1	17
Cc1cc(Nc2cccc(F)c2)nc(-c2ccccc2O)n1	19	40*	-32	1.5	-9	16	1.6	-15	51
CCCCCOc1ccc(C(=O)NC(CCC)C(=O)O)cc1 (centres undefined)	11	-12	2	1.4	4	-3	0.9	-6	5
CCC(=O)Nc1ccc(NC(=O)Cc2ccccc2)cn1	17	5	-12	-0.3	-1	19	0.0	3	2
O=C(O)CCCN=C1CCCc2ccccc2N1	10	-2	21	0.0	-1	7[fluorescence artefact?]	0.8	14	2
N#CC(C(N)=O)=C1CCC2(CC1)OCCCCO2	11	23	14	2.3	9	nt	0.8	-5	-11
Cc1ccc(OCC(=O)c2cc(C)n(-c3ccccc3)c2C)c([N+](=O)[O-])n1	11	-8	11	4.2	6	-1	1.0	-2	68
COc1cccc(/C=N/n2c(=S)n(C)c3cc(C)c(C)cc32)c1OC	9	-1	24	1.0	1	-5	0.4	9	-4
NC(=O)/C(=C/c1ccco1)C(N)=S	14	3	-31	1.6	nt	-7	2.3	-8	14
O=C(NCc1ccc(F)cc1)C1C2C=CC3(CN(Cc4cccnc4)C(=O)C13)O2 (centres undefined)	5	3	-4	-0.3	-4	6	0.4	6	7
CCOc1cc(-c2nc(-c3ccc(C)nc3OCC)no2)cc(OCC)c1OCC	6	-35	15	0.3	-3	-1	0.7	-1	4
O=S(=O)(Cc1ccccc1)NCC1CCCN(Cc2ccc(F)c(F)c2)C1 (centres undefined)	8	2	-52	-0.1	3	-1	0.7	-17	20
Cn1nc(C(=O)OCc2ccc(F)cc2)c2ccccc2c1=O	3	-12	7	3.6	1	-2	1.4	-6	4
Cc1ccc(NC(=S)NNC(=S)NCc2ccccc2)cc1	26	5	5	-2.7	1	-12	-2.0	0	-12
Cc1csc(N(C(=O)c2ccc(S(=O)(=O)N(C)C)cc2)c2ccccc2)n1	14	-7	1	-0.5	-2	-6	0.3	-16	20
CCCC(=O)c1c[nH]c(C(=O)NCc2ccco2)c1	12	9	-6	1.5	-3	3	-0.1	14	5

9 entries from above in a different format:
SMILES | PGE2 EP2 inh | NPY-Y1 PAM-ag | EP2 modulator | TRPN1 ag | NPY Y1 blocker | 14-3-3 Bad PPI | TRPML3 agonist | PPC-1+TRAIL kill | CHOP inhibitor
O=c1c2cccnc2[nH]c(=S)n1CCCN1CCN(c2ccccc2F)CC1 | nt | -16 | -19 | 1.8 | 3 | -4 | 1.4 | 17 | 89*
Cc1ccc(C(=O)N2CCN(c3ccc(NC(=S)NC(=O)c4cccs4)cc3)CC2)cc1 | 7 | 8 | -25 | -0.3 | -2 | -7 | 0.9 | 12 | 56
NC(=O)c1nsc(C(=O)N(CC(=O)NCc2ccc(F)cc2)Cc2ccco2)c1N | 15 | -6 | -18 | -1.3 | 4 | -9 | 0.2 | -6 | -7
O=C1Nc2ccccc2/C1=C/c1cnc(-c2ccccc2)[nH]1 | 11 | -1 | -30 | 4.3 | nt | 58 | 0.6 | 26 | 0
O=C(NCc1ccco1)C(c1ccccc1)N(C(=O)Cc1cccs1)c1cccnc1 (centres undefined) | 10 | -7 | 26 | 0.5 | -2 | -9 | 0.7 | 1 | 17
Cc1cc(Nc2cccc(F)c2)nc(-c2ccccc2O)n1 | 19 | 40* | -32 | 1.5 | -9 | 16 | 1.6 | -15 | 51
CCCCCOc1ccc(C(=O)NC(CCC)C(=O)O)cc1 (centres undefined) | 11 | -12 | 2 | 1.4 | 4 | -3 | 0.9 | -6 | 5
CCC(=O)Nc1ccc(NC(=O)Cc2ccccc2)cn1 | 17 | 5 | -12 | -0.3 | -1 | 19 | 0.0 | 3 | 2
O=C(O)CCCN=C1CCCc2ccccc2N1 | 10 | -2 | 21 | 0.0 | -1 | 7[fluorescence artefact?] | 0.8 | 14 | 2

Carrying on:
SMILES	PGE2 EP2 inh	NPY-Y1 PAM-ag	EP2 modulator	TRPN1 ag	NPY Y1 blocker	14-3-3 Bad PPI	TRPML3 agonist	PPC-1+TRAIL kill	CHOP inhibitor
O=C1c2ccccc2C(=O)N1c1ccc(-c2nc3ccccc3o2)cc1	3	19	7	0.8	2	24	1.0	15	-52
C=C1SC(Nc2c(C)cccc2C)=NC12CCCCC2	11	-17	-4	-0.6	nt	6	-0.5	6	28
CCN1CCN(C(=O)Nc2cccc3ccccc23)CC1	6	-12	11	-0.5	2	-11[fluorescence artefact?]	-0.1	9	-75
O=c1[nH]c2ccc(S(=O)(=O)NCc3ccccn3)cc2s1	16	-1	-16	-0.1	1	-7	0.8	2	-7
CCN(C(=O)c1c(C)cc(=O)oc1C)c1ccc2c(c1)OCO2	10	12	-8	1.2	3	12	-0.3	15	1
Cc1[nH]nc2ncc(C(=O)c3ccccc3O)cc12	1	17	-9	0.2	-4	6	0.1	-3	53
c1ccc2c(CNn3cnnc3)cccc2c1	10	3	-12	-0.6	0	-9	1.2	-6	-7
O=C(COc1ccc(Cl)cc1)NCCCn1ccnc1	5	20	3	1.7	6	0	1.1	20	-25
O=C(Nc1ccc(-c2cn3ccccc3n2)cc1)c1ccco1	14	4	-52	-1.1	6	-6[fluorescence artefact?]	0.0	73*	-33
O=C(Nc1ccccc1)N1CCN(c2cccc(C(F)(F)F)c2)CC1	18	13	-23	1.7	-4	-2	1.7	5	35
CCN=c1scc(C)n1/N=C/c1cc(Br)c(O)c(Br)c1	7	2	12	0.5	-1	8	0.9	19	29
O=C(NN=C1CCCCCC1)C(=O)Nc1cccc(Br)c1	8	-12	-63	-0.5	-3	14	0.6	-15	-14
COc1ccccc1-c1nnc(N)s1	7	24	-16	0.0	1	-10	0.0	4	18
CC(=O)OC[C@H]1COc2ccc3ccccc3c2[C@H]1N(C)C(C)=O	6	-13	-11	-1.0	1	-7	-0.3	-6	0
CCN1CCCn2c1nc1c2c(=O)n(C)c(=O)n1C	7	2	9	0.7	-5	-17	0.7	1	-13
Cn1c(=O)[nH]c(=O)c2c1nc(NCCCO)n2CCOc1ccccc1	11&4	-2	17&1	0.0	-4	-6	0.6	22	15
O=C(NCc1cccnc1)c1cnc2sccn2c1=O	8	9	27	0.5	-5	12	0.5	26	10
CCOc1ccc(-n2cnnn2)cc1S(=O)(=O)NCc1ccccc1	8	4	-1	0.2	-2	-3[fluorescence artefact?]	0.6	-2	8
Cc1ccc(-n2nnc3c(=O)n(Cc4ccccn4)cnc32)cc1C	7	-9	18	0.0	1	-3	0.3	-8	6
CCCN(CCC)CCNS(=O)(=O)c1ccc2c(c1)oc(=O)n2C	1	-9	17	1.6	2	-5	0.9	18	-1
CCC(Oc1ccc2c(c1)C(=O)CC(C)(C)O2)C(=O)NCCN1CCCCCC1 (centres undefined)	nt	-9	12	1.2	-9	57	0.9	-4	13
CNC(=S)N/N=C/c1cn(Cc2c(F)cccc2Cl)c2ccccc12	13	20	-6	-2.0	0	-5	-1.3	0	-21
Cc1cc(-n2[nH]c(C)c(C)c2=O)nc(-c2ccccc2O)n1	30	-1	-25	0.5	2	-3[fluorescence artefact?]	-0.3	12[5 µM]	-4
COc1ccc(COC(=O)Nc2c(SC)nsc2SC)cc1	2	9	-12	-2.0	0	-9	-1.1	12	14
Cc1nn(C)c(C(=O)NNC(=O)Nc2cccc(C(F)(F)F)c2)c1Cl	10	8	-14	2.4	-3	-8	1.9	-6	8
CC(C)(C)NC(=O)Cn1c(SCC(=O)N2CCCCCC2)nc2ccccc21	5	-3	17	0.0	6	-7	0.7	10	-3
CCCc1nnc(NC(=O)C(C)N2C(=O)C3C4C=CC(C4)C3C2=O)s1 (centres undefined)	9	-3	22	-1.9	1	12	1.1	-10	45
Brc1ccc(-c2nnc3n2CCCCC3)cc1	15	-11	12	0.4	5	-4	0.2	-12	2
NC(=O)CSc1nc(-c2ccccc2)nc2c1CCCC2	14	4	-7	0.0	4	2	0.1	-5	5
CCOC(=O)c1ccc(NC(=O)NCCN2CCCCC2)cc1	6	15	-17	-1.0	-3	64[fluorescence artefact?]	1.7	29	4
COc1ccccc1N(CC(O)Cn1ccnc1C)S(=O)(=O)c1ccc(C)cc1 (centres undefined)	10&11	2	-37&27	0.5	-3	-13	0.8	22	17
COC(=O)c1c(NC(NC(=O)CC(C)C)C(Cl)(Cl)Cl)sc2c1CCC2 (centres undefined)	2	-11	20	-1.2	-3	-3	0.0	2	91*
Nn1c(SCC(=O)NC2CCCCC2)nnc1-c1ccc(Cl)cc1	2	1	6	-0.5	-3	7	-0.6	12	-6
COc1ccc(S(=O)(=O)NCc2cccs2)cc1	3	0	9	-0.6	2	4	-0.6	13	-2
Cc1ccc2cc(CN(CCCO)S(=O)(=O)c3cccc4nsnc34)c(=O)[nH]c2c1	12&7	-26	2&20	0.4	0	-4	0.0	12	44
COC(=O)CCCNC(=O)c1ccccn1	1	0	29	1.5	1	-5	1.0	-7	-8
Cc1nn(Cc2cccc(F)c2)c(C)c1NC(=O)c1c([N+](=O)[O-])c(C)nn1C	2	14	-16	0.1	4	-2	0.0	2	-10
CCOc1ccccc1NC(=O)c1cc(Cl)ccc1NC(=O)c1ccco1	3	12	39	-0.5	-8	-6[fluorescence artefact?]	0.2	2	44
Oc1ccccc1/C=N/Nc1ncc(Br)cn1	6	-4	-8	0.6	2	-4[fluorescence artefact?]	0.0	35	8
COc1ccc(-c2oc3ccccc3c(=O)c2OC(=O)c2ccc(C)cc2)cc1	10	7	38	1.1	2	-65[fluorescence artefact?]	0.3	25	-16

Assay outcomes (PubChem)
